SR-BI uptake up = enhances SR-BI lipid uptake from DiI-HDL; CHO ldlA[mSR-BI] cells, DiI-HDL uptake fluorescence, 3 h; 100 = double the neutral-control signal; activation, % at 12.5 µM; 0.096% of 320,000 active;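 active = mean replicate activation of at least 60% and every replicate at or above 60%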;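 also: 0% = median plate neutral-control signal and 100% = twice that signal; values of inactives mirror those of a sister screen read the other way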
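System: CHO ldlA[mSR-BI] cells / Medium: HEPES-buffered (25 mM, pH 7.4) F12 plus 0.5% BSA / Probe or stimulus: labelled HDL, 10 µg/mL / Doses: single compound concentration, delivered by pin transfer / Schedule: 3 h, 37 °C / Measured by: DiI fluorescence, bottom read / Measure: cell-associated DiI fluorescence as measure of HDL uptake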
NSD2 inh = NSD2 (human) methyltransferase inhibition; NSD2 peptide methylation, AlphaScreen, 120 min; inhibition, % at 12.5 µM; 0.54% of 310,000 active; in the data active = inhibition above about 50%
dFosB act = activators of mouse delta FosB homodimer | 0.99% of 340,000 active | purified delta FosB, TAMRA-CDK5 oligo fluorescence polarization; percent of positive-control signal above neutral wells | AID 493131 | activation, % at 25 µM;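 active = mean activation above about 17%, with every replicate also reaching it, limit read from the data, passing the limit was not always enough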;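 also: fluorescence polarization rise as delta FosB binds a TAMRA Cdk5 AP-1 oligo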
SR-BI HDL uptake = mouse SR-BI HDL lipid transfer inhibition; Q61009; ldlA[mSR-BI] CHO cells, DiI-HDL uptake fluorescence, 3 h; inhibition, % at 12.5 µM; 0.96% of 320,000 active;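 active = mean replicate inhibition of at least 70% and a set share of replicates each scoring 70 or more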;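 also: 0% = median of neutral control wells and 100% = median of positive control wells; values of inactives mirror those of a sister screen read the other way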
Target sequence (Q61009 whole entry, looked up): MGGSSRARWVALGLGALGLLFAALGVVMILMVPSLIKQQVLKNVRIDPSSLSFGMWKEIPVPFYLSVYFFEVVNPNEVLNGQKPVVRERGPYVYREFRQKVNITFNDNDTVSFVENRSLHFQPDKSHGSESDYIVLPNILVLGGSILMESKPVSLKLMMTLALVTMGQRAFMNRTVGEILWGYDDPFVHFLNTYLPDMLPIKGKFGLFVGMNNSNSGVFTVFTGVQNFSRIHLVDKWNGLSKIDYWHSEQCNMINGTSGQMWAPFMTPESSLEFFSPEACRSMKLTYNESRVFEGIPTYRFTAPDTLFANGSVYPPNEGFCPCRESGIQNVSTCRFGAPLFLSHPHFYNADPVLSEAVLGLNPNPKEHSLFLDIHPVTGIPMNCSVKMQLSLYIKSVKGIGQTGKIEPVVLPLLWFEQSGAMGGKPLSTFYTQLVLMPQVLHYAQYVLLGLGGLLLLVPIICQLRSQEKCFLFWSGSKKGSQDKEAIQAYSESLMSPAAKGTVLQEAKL
MITF TRPM1 HTS = activators of MITF-driven TRPM1 promoter activity in SK-MEL-5 cells | SK-MEL-5 TRPM1-promoter luciferase, 24 h; % of positive control, neutral wells = 0 | activation, % at 12.5 µM | 0.75% of 300,000 active;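 active = mean activation of at least 80% with every replicate also reaching 80%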;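 also: 0% = neutral control wells and 100% = parthenolide positive control wells; values of inactives mirror those of a sister screen read the other way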
CDK5 p35 inh = blocks human CDK5/p35 kinase activity | 0.01% of 330,000 active | Recombinant CDK5/p35, ADP-Glo luminescence, 60 min | inhibition, % at 10 µM | Q00535+Q15078 | AID 488839;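 active = highest replicate inhibition of at least 50% and at least 75% of replicates reaching 50%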;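 also: plate controls were DMSO neutral control for no effect and GW8510 at 10 µM for full effect; many of its hits are not listed in these tables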
Arrestin-AP2 inh = human beta-arrestin and AP2 interaction inhibition; FITC-arrestin peptide / GST-AP2 beads, flow cytometry; AP2 beta2 appendage carries R879A mutation; inhibition, % at 10 µM; 0.31% of 340,000 active; AID 504490;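 active = inhibition above a set limit, near 3 SD of compounds lacking own fluorescence, cut at about 54% in these data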;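 also: plate controls were DMSO wells for no effect and 5 µM unlabelled arrestin peptide for full effect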
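System: GST-AP2 R879A glutathione beads; medium: PBS, Tween 20 0.05%, BSA 0.1%; reagent: fluorescein-tagged arrestin peptide at 50 nM final; schedule: pre-incubation 12 min, peptide binding 1 h, room temperature; detection: flow cytometry, FL1 (488/535 nm); read-out: inhibition as reduced fluorescein signal on beads, percent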
Pemphigus Ab inh = human desmoglein-3 autoantibody binding inhibition | P32926 | DSG3-coupled beads, scFv-anti-DSG3-GFP binding, flow cytometry; stronger effect = lower value | binding (percent of control), % at 10 µM | 0.48% of 310,000 active;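 active = binding more than 3 SD below its plate's average and above zero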;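 also: hits lower antibody fragment binding to DSG3; some compounds called inactive have numbers as strong as hits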
PKA-R2B activ = activates the human PKA-R2B holoenzyme complex; P22694+P31323; PKA-R2B holoenzyme dissociation, Cy5-IP20 fluorescence polarization; R2B truncated from residue 108, S112A mutant; 0% DMSO only, 100% 113 µM cGMP; activation, % at 11.4 µM; 0.079% of 340,000 active; AID 504700;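 active = activation above a cutoff set at the mean over all compounds plus 3 SD, cut at about 18% in these data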;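 also: higher means more holoenzyme dissociation and a rise in polarization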
Target sequence (P31323 whole entry, looked up, other chains not shown, the tested form may be a part): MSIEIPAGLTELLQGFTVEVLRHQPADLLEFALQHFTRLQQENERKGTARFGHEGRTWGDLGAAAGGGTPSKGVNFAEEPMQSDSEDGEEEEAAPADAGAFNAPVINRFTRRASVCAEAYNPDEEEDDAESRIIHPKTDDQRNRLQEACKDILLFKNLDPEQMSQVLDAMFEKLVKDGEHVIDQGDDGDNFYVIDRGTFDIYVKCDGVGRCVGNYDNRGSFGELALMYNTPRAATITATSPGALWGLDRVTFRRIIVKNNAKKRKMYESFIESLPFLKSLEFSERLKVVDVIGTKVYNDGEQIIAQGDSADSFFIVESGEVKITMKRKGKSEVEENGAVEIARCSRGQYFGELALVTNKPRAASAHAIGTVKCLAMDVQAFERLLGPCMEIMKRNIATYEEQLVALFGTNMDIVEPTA
SUMO Mot1 rescue = blocks SUMOylation pathway, rescuing yeast Mot1-301 growth | S. cerevisiae Mot1-301 growth rescue, ATP luminescence, 38.5C; percent above DMSO median, 100 means doubled | growth rescue, % at 18.8 µM | 1% of 320,000 active;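 active = every valid replicate shows activation above 250% relative to neutral control wells; inactive = the rest, any valid replicate at or below 250%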;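 also: OY570 slx delta 5 strain wells were the positive control but not used for scaling; some compounds called inactive have numbers as strong as hits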
PKA-R1A activ = activators of PKA-R1A complex; P00514+P68181; PKA-R1A dissociation, Cy5-IP20 fluorescence polarization; scaled: DMSO 0%, 113 µM cGMP 100%; activation, % at 11.4 µM; 0.083% of 340,000 active;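 active = percent activation above the mean of all tested compounds plus 3 SD, cut at about 19% in these data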;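 also: higher means more PKAc released from R1A so a rise in polarization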
An asterisk follows results filed as active; . = not tested or not shown.

SR-BI uptake up,NSD2 inh,dFosB act,SR-BI HDL uptake,MITF TRPM1 HTS,CDK5 p35 inh,Arrestin-AP2 inh,Pemphigus Ab inh,smiles,PKA-R2B activ,SUMO Mot1 rescue,PKA-R1A activ
-9,-5,2,9,30,2.0,1,105,O=C(Cn1cc(C(=O)C2CC2)c2ccccc21)NCc1ccccc1,0,-8,4
-59,-2,-4,59,-16,-0.4,-1,82,Fc1ccc(-c2nc(-c3cccs3)[nH]c2-c2ccc(F)cc2)cc1,-5,-3,-17
-6,1,-10,6,14,1.1,-11,114,C=CCNc1nc(Cl)nc(NC2CCCCC2)n1,-2,6,-4
1,-1,-8,-1,-12,-0.6,-3,91,CCN(CC)S(=O)(=O)c1ccc(NC(=S)Nc2ccc(F)cc2)cc1,5,-1,-12
-26,.,-4,26,.,-2.9,15,93,Cc1cc(C)cc(NC(=O)CSc2nc3ccccc3nc2N2CCCC2)c1,-5,14,0
10,-1,2,-10,-3,1.0,1,100,CC1CCCN(C(=O)COC(=O)CNS(=O)(=O)c2ccc3ccccc3c2)C1 (configuration not stated),-10,12,-15
11,-1,-4,-11,-1,1.5,4,.,Cc1ccc(N2C(=O)CSC2c2ccc3c(c2)OCO3)cc1 (configuration not stated),6,-19,16
6,.,-11,-6,-11,-0.4,4,103,C=CCOC(=O)C1=C[C@@H](c2coc3ccccc3c2=O)C[C@@H](OCCCCO)O1,-17,-1,-1
3,0,-10,-3,2,-3.3,0,107,O=C(CNC(=O)c1ccco1)OCC(=O)c1cccc2ccccc12,-5,434*,-2
-14,-5,5,14,.,0.7,3,139,CCOC(=O)c1cnc2c(CC)cccc2c1NCCCN1CCOCC1,-2,-10,7
10,1,-3,-10,-13,-0.9,26,97,Nc1ccc(Cl)c[n+]1Cc1cccc2cccnc12,-1,-16,4
15,0,-3,-15,0,0.1,4,101,CCOC(=O)c1cc(-c2ccccc2)sc1NC(=S)Nc1cccc(C)n1,2,-21,-6
4,24,-3,-4,38,0.0,-6,118,Cc1ccc(C(=O)NC2CCC(C)CC2)o1 (configuration not stated),-8,17,-10
26,.,-5,-26,-3,0.8,-3,98,O=C(CC(c1ccco1)C1CCCCC1=O)c1ccccc1 (configuration not stated),0,-7,-7
0,0,-11,0,-14,0.6,9,.,Cc1oc2cc(OC(=O)c3ccco3)ccc2c(=O)c1-c1nc2ccccc2n1C,-2,-8,4
-50,0,-23,50,-6,-0.3,12,105,Cc1cc(C)cc(NC(=O)c2ccc(N3C(=O)C4CCCCC4C3=O)cc2)c1 (configuration not stated),-3,1,-4
15,.,-13,-15,6,-0.9,-6,106,CCC1Nc2ncnc(N3CCCCC3)c2N(Cc2ccc(C)cc2)C1=O (configuration not stated),-8,-17,0
-79,3,-1,79*,-21,-4.9,-6,109,O=[N+]([O-])c1ccccc1/C=C/C=N/Nc1nc(N2CCCCC2)nc(N2CCCCC2)n1,-3,8,-4
-2,2,1,2,-6,-5.4,7,104,COC(=O)c1ccc(NC(=S)NNC(=O)c2ccccc2)cc1,-3,-7,-6
18,2,0,-18,4,-1.1,-6,102,CCCN1CCN(C(=O)c2c(Cl)cnn2C)CC1,2,8,-5
4,-5,2,-4,-4,-1.4,0,.,Cc1ccccc1C(=O)N1CCC(C(=O)NN2C(=O)NC3(CCCCC3)C2=O)CC1,-1,94,1
-3,12,-4,3,-47,-1.2,-13,103,CC1(C)CCSC(/C=C/c2ccccc2)=N1,-4,.,-7
-8,-5,-6,8,-20,-0.3,12,130,O=C(O)Cc1ccc(NC(=O)c2cccc(NC(=O)c3ccco3)c2)cc1,1,0,-4
9,1,1,-9,-13,-6.1,17,106,S=C(NCCc1c[nH]c2ccccc12)NC1CC1,-15,401*,0
9,0,0,-9,.,-0.3,-8,99,CC1CN(Cc2nc3c(c(=O)n(C)c(=O)n3C)n2CCN2CCOCC2)CC(C)O1 (configuration not stated),-14,.,2
-2,-4,-6,2,-27,-1.0,0,106,Cc1ccc(-c2cn(-c3ccc(OC(F)F)cc3)c3[n+]2CCCCC3)cc1,-2,-1,-5
5,10,-1,-5,5,0.7,14,98,Cc1ccc(-c2nc3ncccn3c2Nc2ccc3c(c2)OCCO3)o1,-10,9,-1
-6,-3,3,6,8,0.9,0,94,O=C(NCCO)C(=O)c1c(-c2ccccc2)cc2ccccn12,3,236,1
29,-2,-5,-29,0,0.5,24,94,CCN(CC)S(=O)(=O)c1cnccc1N1CCN(c2cccc(Cl)c2)CC1,-9,2,-3
2,.,1,-2,1,0.6,2,101,COc1ccc(C2=NOC(Cn3nc(C(=O)O)cc3-c3ccccc3)C2)cc1 (configuration not stated),-9,-6,6
31,0,1,-31,-4,-1.2,-15,102,O=C1c2cccnc2C(=O)N1C1CCCCC1,-6,-1,4
16,-1,1,-16,-12,0.0,25,96,Cc1cccc(C)c1NC1=NC(=S)N(c2ccc(N(C)C)cc2)C1(C)C,0,25,2
-18,0,2,18,-19,0.9,31,113,CS(=O)(=O)N(CC(=O)N1CCc2ccccc2C1)c1cccc([N+](=O)[O-])c1,-4,-10,-7
28,-1,4,-28,8,2.1,2,.,Cn1c(=O)oc2cc(S(=O)(=O)NCCC(=O)NCc3ccc(F)cc3)ccc21,-2,0,-3
-3,-3,-3,3,49,-1.7,2,106,CCCCOC(=O)c1ccc(NC(=O)COC(=O)c2ccc3ncsc3c2)cc1,-4,17,9
17,-3,3,-17,18,-0.5,5,104,Cc1sc2nc3n(c(=O)c2c1C)CCCS3,9,67,-3
5,3,-1,-5,-11,0.5,0,105,CCN1CCN(c2ccc(N=Cc3ccccc3O)cc2)CC1,2,4,-9
4,24,-1,-4,20,0.0,6,96,CCN(C(=O)/C=C/c1ccc(OC)cc1)C1CCCCC1,0,-19,-7
5,0,-3,-5,-4,-0.3,8,100,Cc1ccc(S(=O)(=O)N2CCC(C(=O)N[C@H](C(=O)NC3CCS(=O)(=O)C3)C(C)C)CC2)cc1 (some centres not stated),-3,-18,-14
25,-1,2,-25,7,-1.0,32,99,COc1ccc(S(=O)(=O)N(C)CC(=O)N2CCC(C(N)=O)CC2)cc1Cl,7,-27,-2
17,-2,-12,-17,-14,1.2,19,.,CC(C)(CO)NCC(=O)Nc1cc(C(F)(F)F)cc(NC(=O)CNC(C)(C)CO)c1Cl,-6,30,0
-24,-9,-4,24,14,2.5,9,106,C/C(=N\NC(=O)c1ccccc1C)c1ccc(NC(=O)c2cccs2)cc1,-14,-13,4
-6,6,-2,6,54,1.3,7,102,Cc1ccc(C(=O)Nc2ccc(N3CCN(C)CC3)cc2)cc1,-1,3,-4
-45,0,-15,45,2,-0.7,15,86,CCN(CC)S(=O)(=O)c1ccc(Cl)c(C(=O)OCC(=O)c2c(N)n(C)c(=O)n(C)c2=O)c1,4,.,-9
8,-4,2,-8,-31,0.3,24,113,O=C(CCN1CCc2ccccc2C1)Nc1ccc2c(c1)OCO2,0,836*,-7
-7,-2,4,7,-4,-0.1,25,97,Cn1ncc(Cl)c(Oc2ccccc2)c1=O,-15,4,-7
-31,0,-10,31,-8,-2.2,9,103,Cc1ccc(CC(=O)OC(C)C(=O)NC2CCCCC2C)cc1C (configuration not stated),-8,-14,7
-8,-2,4,8,-8,1.2,-5,104,COc1ccc(OC)c(NC(=O)CS(=O)(=O)Cc2ccccc2)c1,1,.,11
11,2,-7,-11,-4,-1.7,-15,121,O=C(CN1C(=O)NC(CCc2ccccc2)C1=O)Nc1cccc(Br)c1 (configuration not stated),-4,6,-10
25,-1,-6,-25,.,0.3,-6,114,COCCN1C2=C(C(=O)CC(C)(C)C2)C(c2ccc(O)c(OC)c2)C2=C1CC(C)(C)CC2=O,-9,3,-5
-70,-3,-1,70*,.,0.2,28,109,CCOc1ccccc1NC(=O)c1cccc2ccccc12,0,6,-8
21,2,2,-21,0,0.0,5,97,CS(=O)(=O)N1CCN(C(=O)C2c3ccccc3Oc3ccccc32)CC1,0,5,-9
-4,2,-7,4,43,-0.8,1,99,COc1ccc(CCN(C)C(=O)CCc2nnc(-c3ccccc3)o2)cc1OC,4,-5,-1
16,-3,-5,-16,-9,1.9,9,110,CCOC(=O)CNC(=O)CSc1ccc2nnc(-c3cccnc3)n2n1,15,.,-2
1,.,4,-1,.,-2.1,-4,103,CC1=C(C(=O)OC(C)C)C(c2ccccn2)n2ncnc2N1 (configuration not stated),-7,-13,-5
.,-13,-6,.,68,2.4,14,102,Cc1ccc2nc(-c3ccc4c(c3)NC(=O)CO4)cn2c1,-7,6,-6

(list continues)
SR-BI uptake up,NSD2 inh,dFosB act,SR-BI HDL uptake,MITF TRPM1 HTS,CDK5 p35 inh,Arrestin-AP2 inh,Pemphigus Ab inh,smiles,PKA-R2B activ,SUMO Mot1 rescue,PKA-R1A activ
11,0,-10,-11,4,-0.3,15,99,Cc1ccc(NC(=O)CN2CCN(S(=O)(=O)c3ccc(F)cc3)CC2)cc1C,4,5,-6
11,4,-5,-11,-7,1.9,4,57*,CCOC(=O)c1ccc(NC(=S)N2CCN(S(C)(=O)=O)CC2)cc1,-16,2,-22
-81,3,-11,81*,-9,1.8,3,94,CCOc1cccc(CNc2ccc(O)cc2)c1OCc1ccccc1Cl,-6,58,-6
-2,.,3,2,-8,0.4,20,.,Cc1ccc(S(=O)(=O)Cn2nnnc2C(c2ccccc2)N2CCN(c3ncccn3)CC2)cc1 (configuration not stated),12,-11,7
9,0,-11,-9,-29,2.3,6,101,Cc1ccc(NC(=O)CN2C(=O)S/C(=C/c3ccc(-c4cccc(C(=O)O)c4)o3)C2=O)cc1,-20,.,0
-21,-1,-5,21,4,-8.3,5,109,CCCC(=O)NC(Nc1ccccc1OC)C(Cl)(Cl)Cl (configuration not stated),-7,17,-5
3,.,0,-3,-5,-0.6,-12,99,CC1CN(C2=CC(=O)CCC2)CC(C)O1 (configuration not stated),-5,-15,4
21,-4,-11,-21,-6,0.0,6,101,CCc1nnc(NC(=O)CSc2nnc(-c3ccco3)n2CC)s1,-6,-3,-5
